Tb PGK inh = blocks T. brucei phosphoglycerate kinase; PGK/GAPDH coupled, Kinase-Glo luminescence, 60 min; P07378; AID 602233; Potency, µM (titrated, usually from 57.5 µM), for the others: at the highest dose activity change, negative = inhibition, hits mostly inhibitors; hit rate 0.043% among 380,000; further: on the % scale 0 is the no-effect control and ±100 the full control effect; nearly all actives have a fitted effect of over 60% in size
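Recombinant glycosomal PGK reaction used 1,3-bisphosphoglycerate generated in-well by GAPDH (100nM final) in 100mM TEA pH 7.6, 5mM MgCl2, 0.01% Tween-20. After 60 minutes at room temperature, ATP was read by Kinase-Glo Plus luminescence end-point.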
GLS inh = glutaminase GLS (human) inhibition; O94925; GLS enzymatic activity, qHTS titration; Potency, µM (titrated, usually from 45.5 µM), for the others: at the top dose activity change, negative = inhibition, hits mostly inhibitors; hit rate 0.21% among 410,000; AID 624170; further: on the % scale 0 is the no-effect control and ±100 the full control effect
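Enzyme dispensed in phosphate buffer (45 mM, pH 8.2, 0.02% Tween-20), compounds pinned in, then 1 mM L-glutamine solution and the glutamate oxidase–HRP–Amplex Red mix added; fluorescence read immediately and again after 30 min at room temperature.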
BLM helicase inh = inhibitors of human Bloom syndrome helicase BLM; recombinant BLM DNA unwinding, fluorescence dequenching; Potency, µM (doses to about 56.1 µM), for inactives: at the highest dose activity change, negative = inhibition, most hits filed as inhibitors; hit rate 0.2% among 350,000; AID 2528;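 further: plate controls were vehicle for no effect and no enzyme for full effect; nearly all actives have a fitted effect of over 35% in size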
POLI inh = inhibitors of human DNA polymerase iota; Potency, µM (top dose mostly 115 µM), for the others: top-dose activity, negative = inhibition, hits mostly inhibitors; Pol iota fluorescent replication assay, 10 min; Q9UNA4; hit rate 1% among 390,000
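Fluorescent replication assay read twice, at 0 min and 10 min after adding 50 nM (final) substrate. Enzyme (10 nM) and compounds were first incubated 15 min at room temperature; enzyme-free buffer wells were negative controls.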
HP1b binding inh = inhibitors of HP1-beta chromodomain binding to methylated histone tails. AlphaScreen HP1-beta / biotin-H3K9me3 peptide binding. Potency, µM (titrated, usually from 114 µM), inactives show top-dose activity change, negative = inhibition, actives largely listed as inhibitors. hit rate 0.56% among 390,000. AID 540317; further: nearly all actives have a fitted effect of over 70% in size; inactives centre near 23
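HP1-beta protein (50 nM final) preincubated 30 min at room temperature with biotinylated H3(1-18)K9me3 peptide (50 nM) in PBS pH 7.4, 0.01% Tween-20, then compound added for 30 min. AlphaScreen streptavidin donor/nickel chelate acceptor beads (10 ug/mL final), 30 min dark, luminescence read.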
BAZ2B inh = blocks human BAZ2B; AlphaScreen BAZ2B-H3K14Ac peptide displacement; Potency, µM (top dose mostly 114 µM), without a hit: at the highest dose activity change, negative = inhibition, usual class: inhibitors; hit rate 4.4% among 360,000; further: on the % scale 0 is the no-effect control and ±100 the full control effect; nearly all actives have a fitted effect of over 60% in size
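In this displacement format the biotinylated H3(5-23) peptide acetylated at Lys14 serves as ligand at 50 nM, with BAZ2B at 50 nM in PBS pH 7.4 containing 0.01% Tween-20. Donor and acceptor beads are 10 ug/mL final.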
Pin1 inhibitor = human Pin1 inhibition. Q13526. Pin1 FP peptide displacement, HiFluor488, 10 min. Potency, µM (series often up to 115 µM), inactives show at the top dose activity, negative = inhibition, actives largely listed as inhibitors. hit rate 0.009% among 390,000. AID 504891; active means well fitted inhibition curve with a large enough effect in the polarisation, with a control signal flat, not every such curve was filed as active; inconclusive means small, poorly fitted or top-dose-only effect, or effect the other way, or a change in a side signal; inactive means no such curve, though single readings can be large or run the other way; the % refers to the polarisation; further: on the % scale 0 is the no-effect control and ±100 the full control effect
JMJD2A Tudor inh = inhibitors of human JMJD2A Tudor domain | O75164 | AlphaScreen JMJD2A-Tudor / H3K4me3 peptide binding | hit rate 4.4% among 390,000 | Potency, µM (series often up to 114 µM), inactives show at the top dose activity change, negative = inhibition, hits mostly inhibitors; further: on the % scale 0 is the no-effect control and ±100 the full control effect; nearly all actives have a fitted effect of over 50% in size
Target sequence (O75164 whole entry, looked up, the tested form may be a part): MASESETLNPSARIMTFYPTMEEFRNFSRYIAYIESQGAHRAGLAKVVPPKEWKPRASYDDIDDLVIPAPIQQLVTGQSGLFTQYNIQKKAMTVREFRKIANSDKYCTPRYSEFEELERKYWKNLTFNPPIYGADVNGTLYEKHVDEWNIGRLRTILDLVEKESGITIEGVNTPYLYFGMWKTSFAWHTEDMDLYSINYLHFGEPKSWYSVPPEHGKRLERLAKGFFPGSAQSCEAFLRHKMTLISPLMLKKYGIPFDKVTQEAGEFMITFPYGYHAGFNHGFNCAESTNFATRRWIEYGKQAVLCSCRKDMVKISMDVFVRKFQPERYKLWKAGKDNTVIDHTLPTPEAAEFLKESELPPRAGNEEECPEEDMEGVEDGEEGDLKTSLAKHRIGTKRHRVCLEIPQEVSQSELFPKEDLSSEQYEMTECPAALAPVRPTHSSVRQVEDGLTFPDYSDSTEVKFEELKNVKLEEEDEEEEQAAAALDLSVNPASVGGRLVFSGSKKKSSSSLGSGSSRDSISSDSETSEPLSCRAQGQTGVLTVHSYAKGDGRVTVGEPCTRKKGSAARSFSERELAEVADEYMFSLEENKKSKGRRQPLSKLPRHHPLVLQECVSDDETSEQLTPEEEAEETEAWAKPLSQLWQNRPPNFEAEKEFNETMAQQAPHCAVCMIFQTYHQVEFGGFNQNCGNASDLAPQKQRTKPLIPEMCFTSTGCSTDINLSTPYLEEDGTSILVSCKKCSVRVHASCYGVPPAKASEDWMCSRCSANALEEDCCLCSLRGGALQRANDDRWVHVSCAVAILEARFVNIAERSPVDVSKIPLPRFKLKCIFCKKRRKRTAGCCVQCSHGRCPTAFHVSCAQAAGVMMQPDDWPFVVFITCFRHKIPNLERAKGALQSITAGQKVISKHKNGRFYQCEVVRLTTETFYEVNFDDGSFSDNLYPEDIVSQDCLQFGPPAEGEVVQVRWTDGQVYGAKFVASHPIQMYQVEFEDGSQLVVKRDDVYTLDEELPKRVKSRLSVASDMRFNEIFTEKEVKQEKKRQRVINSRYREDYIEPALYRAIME
G9a inh = G9a (human) methyltransferase inhibition; hit rate 8.8% among 350,000; Potency, µM (series often up to 102 µM), inactives show at the top dose activity, negative = inhibition, hits mostly inhibitors; G9a H3K9 monomethylation, AlphaScreen, 2 h; Q96KQ7; further: on the % scale 0 is the no-effect control and ±100 the full control effect; nearly all actives have a fitted effect of over 75% in size
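AlphaScreen detection with an anti-monomethyl H3K9 antibody quantified product after a 2 h room-temperature reaction containing 500 nM biotinylated H3K9 peptide, 20 µM SAM and 20 nM enzyme, which had been preincubated 15 min with compound.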
* hit, by the source's call; [ ] = another dose, or the depositor's remark. Unless noted, the call rests on the fitted dose curve; in most records, active means well fitted curve in the direction sought with a large enough effect; inconclusive means small, poorly fitted or top-dose-only effect, or another doubt; inactive means no such curve, though single readings can be large; an effect the other way counts as inactive or inconclusive. Potency means the concentration at half of the fitted maximal effect. Some of the compounds tested; the hit share may differ from the screen's.

What do the screens show for `CC(C)NCCOCCOc1ccccc1F`?
Tb PGK inh: -6%; GLS inh: 4%; BLM helicase inh: -3%; POLI inh: 13%; HP1b binding inh: inconclusive; BAZ2B inh: 50µM*; Pin1 inhibitor: 0%; JMJD2A Tudor inh: 1.8µM*; G9a inh: 4.5µM*

What do the screens show for `CCCOc1ccc(S(=O)(=O)NCCN2CCOCC2)c2ccccc12`?
Tb PGK inh: -7%; GLS inh: 4%; BLM helicase inh: -3%; POLI inh: -2%; HP1b binding inh: -1%; BAZ2B inh: 0%; Pin1 inhibitor: 6%; JMJD2A Tudor inh: -14%; G9a inh: inconclusive

How did O=S(=O)(Nc1cccc2nsnc12)c1ccccc1 do in these assays?
Tb PGK inh: -3%; GLS inh: 12%; BLM helicase inh: -3%; POLI inh: inconclusive; HP1b binding inh: 7%; BAZ2B inh: 3%; Pin1 inhibitor: 0%; JMJD2A Tudor inh: -19%; G9a inh: -2%[59 µM]

What do the screens show for `Cc1ccc(NC(=O)CO/N=C(\N)c2nonc2N)cc1C`?
Tb PGK inh: 0%; GLS inh: 0%; BLM helicase inh: 0%; POLI inh: 70%[activator]; HP1b binding inh: 33%; BAZ2B inh: 13%; Pin1 inhibitor: -5%; JMJD2A Tudor inh: 4%; G9a inh: -7%[59 µM]

Results for CC(C)c1ccc(/C=C(\C#N)c2nc(-c3cc4ccccc4oc3=O)cs2)cc1 ?
Tb PGK inh: -2%; GLS inh: 7%; BLM helicase inh: -4%; POLI inh: -21%; HP1b binding inh: 48%[activator]; BAZ2B inh: 3%; Pin1 inhibitor: 18%; JMJD2A Tudor inh: -4%; G9a inh: -27%[59 µM]

How did COc1ccccc1Nc1nc(-c2cccc([N+](=O)[O-])c2)nc2ccccc12 do in these assays?
Tb PGK inh: 2%; GLS inh: 2%; BLM helicase inh: -2%; POLI inh: -11%; HP1b binding inh: 8%; BAZ2B inh: inconclusive; Pin1 inhibitor: 0%; JMJD2A Tudor inh: inconclusive; G9a inh: 21%[0.501 µM]

Results for Cc1ccc(/C=C2\C(=N)N3N=C(CC(=O)N4CCCCC4)SC3=NC2=O)cc1 ?
Tb PGK inh: -9%; GLS inh: -15%; BLM helicase inh: -1%; POLI inh: inconclusive; HP1b binding inh: 31%; BAZ2B inh: -15%[57.1 µM]; Pin1 inhibitor: 7%; JMJD2A Tudor inh: -24%; G9a inh: 14%

Results for C=CCN1C(=O)C(C)(C)N(C(=O)c2cccc([N+](=O)[O-])c2)c2ccccc21 ?
Tb PGK inh: inactive; GLS inh: 0%; BLM helicase inh: -5%; POLI inh: 17%; HP1b binding inh: 5%; BAZ2B inh: inconclusive; Pin1 inhibitor: -12%; JMJD2A Tudor inh: inconclusive; G9a inh: -14%

Results for Cn1nnnc1-c1cc(Cl)cc(Cl)c1 ?
Tb PGK inh: inactive; GLS inh: -15%; BLM helicase inh: 4%; POLI inh: 78%[activator]; HP1b binding inh: 2%; BAZ2B inh: 0%; Pin1 inhibitor: 1%; JMJD2A Tudor inh: -1%[11.4 µM]; G9a inh: 53%[activator]

How did Cc1noc(C)c1NC(=O)Nc1ccc2c(c1)C(=O)N([C@H](C)CO)C[C@H](C)[C@@H](CN(C)S(=O)(=O)c1c(C)noc1C)O2 do in these assays?
Tb PGK inh: 3%; GLS inh: 7%; POLI inh: 9%; HP1b binding inh: 30%; Pin1 inhibitor: 1%; JMJD2A Tudor inh: -14%

How did COC(=O)C1=C(C)NC2=C(C(=O)CCC2)C1c1cn(Cc2ccc(Br)cc2)nc1-c1ccccc1 (stereo unspecified) do in these assays?
Tb PGK inh: inactive; GLS inh: -23%; BLM helicase inh: -10%; POLI inh: inactive; HP1b binding inh: 56%; BAZ2B inh: 11%; Pin1 inhibitor: -1%; JMJD2A Tudor inh: 4%

Results for Cn1cnnc1SCC(=O)Nc1c(F)cc(F)cc1Br ?
Tb PGK inh: 4%; GLS inh: -4%; BLM helicase inh: 2%; POLI inh: inconclusive; HP1b binding inh: -18%; BAZ2B inh: 8%; Pin1 inhibitor: 0%; JMJD2A Tudor inh: 7%[11.4 µM]; G9a inh: 15%

How did CN=C1SC(CC(=O)Nc2cccc(Cl)c2Cl)C(=O)N1C (stereo unspecified) do in these assays?
Tb PGK inh: -10%; GLS inh: 12%; BLM helicase inh: -2%; POLI inh: -1%; HP1b binding inh: 12%; Pin1 inhibitor: -14%; JMJD2A Tudor inh: 1%; G9a inh: 9%[59 µM]

What do the screens show for `COc1ccc(NC(C)=O)cc1NC(=O)CSc1nnc(C2CCCCC2)n1N`?
Tb PGK inh: -2%; GLS inh: 6%; BLM helicase inh: -4%; POLI inh: 34%[activator]; HP1b binding inh: 47%[activator]; BAZ2B inh: -12%; Pin1 inhibitor: 1%; JMJD2A Tudor inh: -1%

What do the screens show for `Cc1ccc(N2CCN(C(=O)c3c4c(nc5ccccc35)C(=O)N(C3CCCCC3)C4)CC2)c(C)c1`?
Tb PGK inh: 1%; GLS inh: 3%; BLM helicase inh: -9%; POLI inh: -7%; HP1b binding inh: 3%; BAZ2B inh: -22%; Pin1 inhibitor: 2%; JMJD2A Tudor inh: inconclusive; G9a inh: 5%[59 µM]

Results for O=C(Cc1ccccc1)Nc1sc2c(c1C(=O)Nc1ccccc1Cl)CCC2 ?
Tb PGK inh: -5%; GLS inh: -9%; BLM helicase inh: -7%; POLI inh: 15%; HP1b binding inh: 31%; BAZ2B inh: 11%; Pin1 inhibitor: 2%; JMJD2A Tudor inh: -2%; G9a inh: 6%[59 µM]

Results for CS(=O)(=O)N1CCN(C(=O)c2csc3ccccc23)CC1 ?
Tb PGK inh: -9%; GLS inh: -14%; BLM helicase inh: -4%; POLI inh: 10%; HP1b binding inh: 35%; BAZ2B inh: -7%; Pin1 inhibitor: -2%; JMJD2A Tudor inh: -5%; G9a inh: inconclusive

What do the screens show for `CCC(=O)N1CCc2cc(S(=O)(=O)CCC(=O)NCCc3ccc(OC)c(OC)c3)ccc21`?
Tb PGK inh: 10%; GLS inh: 4%; BLM helicase inh: 0%; POLI inh: 8%; HP1b binding inh: 9%; BAZ2B inh: 5%; Pin1 inhibitor: -10%; JMJD2A Tudor inh: 0%; G9a inh: -41%

What do the screens show for `O=C(c1ccc2oc(CCc3ccccc3)nc2c1)N1CCC(O)CC1`?
Tb PGK inh: 0%; GLS inh: 0%; BLM helicase inh: 1%; POLI inh: 1%; HP1b binding inh: 34%; BAZ2B inh: 0%; Pin1 inhibitor: -1%; JMJD2A Tudor inh: 2%; G9a inh: 8%[59 µM]

What do the screens show for `COC(=O)c1ccc(COC(=O)C2CC(O)CN2S(=O)(=O)c2ccc([N+](=O)[O-])cc2)cc1` (stereo unspecified)?
Tb PGK inh: -7%; GLS inh: -1%; POLI inh: 20%; HP1b binding inh: 20%; BAZ2B inh: -6%; Pin1 inhibitor: 1%; JMJD2A Tudor inh: -20%; G9a inh: inconclusive

How did Cc1sc2nc(SCC(=O)NCc3ccco3)n(CCc3ccccc3)c(=O)c2c1C do in these assays?
Tb PGK inh: -7%; GLS inh: -5%; BLM helicase inh: 0%; POLI inh: -2%; HP1b binding inh: 28%; BAZ2B inh: -6%; Pin1 inhibitor: 1%; JMJD2A Tudor inh: -20%; G9a inh: 9%[12.7 µM]

What do the screens show for `Cc1cc(C(=O)OCC(=O)NC(=O)C2CCCCC2)ccc1[N+](=O)[O-]`?
POLI inh: 34%[activator]; HP1b binding inh: 20%; Pin1 inhibitor: 2%; JMJD2A Tudor inh: -7%

How did CCOCCCNc1nc(C)nc2c1nnn2Cc1c(F)cccc1Cl do in these assays?
Tb PGK inh: -11%; GLS inh: -3%; BLM helicase inh: -3%; POLI inh: -3%; HP1b binding inh: 23%; BAZ2B inh: -23%; Pin1 inhibitor: 6%; JMJD2A Tudor inh: -10%; G9a inh: 4%

Results for CC(C)(C)NC(=O)NC(=O)CN1CCN(c2cccc(Cl)c2)CC1 ?
Tb PGK inh: -6%; GLS inh: -3%; BLM helicase inh: -13%; POLI inh: 19%; HP1b binding inh: 32%; BAZ2B inh: -16%; Pin1 inhibitor: 3%; JMJD2A Tudor inh: -6%; G9a inh: 13%[12.7 µM]

What do the screens show for `COc1ccc(N2CC(C(=O)NCCN3C(=O)S/C(=C\c4cccnc4)C3=O)CC2=O)c(OC)c1` (stereo unspecified)?
Tb PGK inh: -7%; GLS inh: 4%; POLI inh: inconclusive; HP1b binding inh: 18%; BAZ2B inh: inconclusive; Pin1 inhibitor: 2%; JMJD2A Tudor inh: -25%; G9a inh: inconclusive

A section taken from the entries so far:
How did CN=C1SC(CC(=O)Nc2cccc(Cl)c2Cl)C(=O)N1C (stereo unspecified) do in these assays?
Tb PGK inh: -10%; GLS inh: 12%; BLM helicase inh: -2%; POLI inh: -1%; HP1b binding inh: 12%; Pin1 inhibitor: -14%; JMJD2A Tudor inh: 1%; G9a inh: 9%[59 µM]

What do the screens show for `COc1ccc(NC(C)=O)cc1NC(=O)CSc1nnc(C2CCCCC2)n1N`?
Tb PGK inh: -2%; GLS inh: 6%; BLM helicase inh: -4%; POLI inh: 34%[activator]; HP1b binding inh: 47%[activator]; BAZ2B inh: -12%; Pin1 inhibitor: 1%; JMJD2A Tudor inh: -1%

What do the screens show for `Cc1ccc(N2CCN(C(=O)c3c4c(nc5ccccc35)C(=O)N(C3CCCCC3)C4)CC2)c(C)c1`?
Tb PGK inh: 1%; GLS inh: 3%; BLM helicase inh: -9%; POLI inh: -7%; HP1b binding inh: 3%; BAZ2B inh: -22%; Pin1 inhibitor: 2%; JMJD2A Tudor inh: inconclusive; G9a inh: 5%[59 µM]

Results for O=C(Cc1ccccc1)Nc1sc2c(c1C(=O)Nc1ccccc1Cl)CCC2 ?
Tb PGK inh: -5%; GLS inh: -9%; BLM helicase inh: -7%; POLI inh: 15%; HP1b binding inh: 31%; BAZ2B inh: 11%; Pin1 inhibitor: 2%; JMJD2A Tudor inh: -2%; G9a inh: 6%[59 µM]
